Compound activity as filed in PubChem BioAssay.
Pf growth 96h = P. falciparum growth inhibition at 96 hours; Potency, µM (highest dose often 28.7 µM), for the others: top-dose activity change, negative = inhibition, usual class: inhibitors; hit rate 6.9% among 320,000; AID 504834; P. falciparum luciferase reporter growth, 96 h; also: potency is read from the fitted curve at half-maximal effect; % is scaled to controls: 0 for no effect and ±100 for the full control effect
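P. falciparum expressing integrated firefly luciferase, in erythrocytes at 2% hematocrit, 0.05% parasitemia, incubated with compounds 96 h at 37 C, 5% CO2. Growth inhibition read as loss of luminescence; two-generation exposure targets delayed-death apicoplast inhibitors.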
Shiga inhibitor = Shiga toxin inhibition; Vero cells, Shiga toxin protein synthesis inhibition reporter; inhibition, % at 38.7 µM; hit rate 9.2% among 290,000; AID 2315; in the data active = inhibition mostly above about 28%, no sharp cut-off; inactive = mostly below about 43%; also: 0% is about no effect
Pf growth 48h = P. falciparum growth inhibition at 48 hours (one generation); AID 504832; P. falciparum luciferase growth in erythrocytes, 48 h; hit rate 5.9% among 310,000; Potency, µM (top dose mostly 28.7 µM), for inactives: at the highest dose activity change, negative = inhibition, hits mostly inhibitors; also: potency is read from the fitted curve at half-maximal effect; % is scaled to controls: 0 for no effect and ±100 for the full control effect
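Cell-based growth assay: transgenic P. falciparum expressing firefly luciferase, cultured in red cells within RPMI 1640 containing 0.5% w/v Albumax, 24 mM bicarbonate and gentamycin. A drop in luciferase activity indicates inhibition.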
Cycloheximide cs = counter-screen hit for Shiga toxin inhibitors, cycloheximide | cell reporter, cycloheximide protein synthesis inhibition counterscreen | max response, % | hit rate 12% among 300,000 | AID 2314; in the data active = max response mostly above about 13%, no sharp cut-off; inactive = mostly below about 14%; also: read at 38.3 µM for the half of the compounds with a filed dose; 0% is about no effect
Tb PYK inh = blocks Trypanosoma brucei pyruvate kinase; Q57TT1; TbPYK enzyme, Kinase-Glo Plus ATP luminescence, 45 min; Potency, µM (top dose mostly 76.8 µM), for the others: top-dose activity, negative = inhibition, hits mostly inhibitors; hit rate 0.12% among 410,000; also: potency is read from the fitted curve at half-maximal effect; % is scaled to controls: 0 for no effect and ±100 for the full control effect; nearly all actives have a fitted effect of over 50% in size
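Screened from lowest to highest concentration, compounds were pinned into TbPYK/substrate mixtures, and ADP (130 uM final) was added. Plates sat at room temperature for 45 min prior to Kinase-Glo Plus detection by luminescence.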
HCV inhibitor = blocks hepatitis C virus | AID 651820 | Huh7.5.1 HCVcc-Cre infection, luciferase reporter, 44 h | hit rate 3.4% among 340,000 | Potency, µM (top dose mostly 41.8 µM), inactives show top-dose activity change, negative = inhibition, actives largely listed as inhibitors; also: potency is read from the fitted curve at half-maximal effect; % is scaled to controls: 0 for no effect and ±100 for the full control effect
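After 44 h co-culture of compound, cells and HCVcc-Cre (~0.5 moi), substrate is added for 15 min at room temperature and luciferase measured over 15 sec. Cells were seeded at 1,000/well and pre-cultured 4 h.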
LmPK inh = inhibitors of Leishmania mexicana pyruvate kinase; Q27686; purified LmPK, Kinase-Glo ATP luminescence, 1 h; Potency, µM (doses to about 57.5 µM), for the others: at the top dose activity change, negative = inhibition, actives largely listed as inhibitors; hit rate 0.37% among 290,000; also: potency is read from the fitted curve at half-maximal effect; % is scaled to controls: 0 for no effect and ±100 for the full control effect
Target sequence (Q27686 whole entry, looked up): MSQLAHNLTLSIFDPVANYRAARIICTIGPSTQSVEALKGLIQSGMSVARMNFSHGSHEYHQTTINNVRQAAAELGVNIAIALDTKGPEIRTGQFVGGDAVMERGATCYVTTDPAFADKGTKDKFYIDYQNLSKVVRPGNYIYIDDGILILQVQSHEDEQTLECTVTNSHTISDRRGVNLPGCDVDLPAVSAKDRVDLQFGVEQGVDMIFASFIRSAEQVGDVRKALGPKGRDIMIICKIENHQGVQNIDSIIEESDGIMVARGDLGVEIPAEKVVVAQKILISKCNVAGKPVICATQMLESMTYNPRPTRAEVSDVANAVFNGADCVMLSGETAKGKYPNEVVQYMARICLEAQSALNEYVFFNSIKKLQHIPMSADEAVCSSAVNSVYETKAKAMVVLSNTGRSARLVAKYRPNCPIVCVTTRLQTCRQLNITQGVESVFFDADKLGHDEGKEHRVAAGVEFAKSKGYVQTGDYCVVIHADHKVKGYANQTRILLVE
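qHTS format; LmPK 0.1 nM; substrates PEP 0.5 mM and ADP 0.1 mM. One-hour room-temperature incubation, then coupled luciferase luminescence; 0.5 nM enzyme wells mark activation.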
The depositor's hits bear a star; ? = inconclusive; . = not tested or not shown; & = joins results of further samples; [ ] = another dose, or the depositor's remark. Unless noted, calls follow the shape of the dose curve; as a rule, active = well fitted curve in the direction sought with a large enough effect; inconclusive = small, poorly fitted or top-dose-only effect, or another doubt; inactive = no such curve, though single readings can be large; an effect the other way counts as inactive or inconclusive.

A first look, two compounds:
Values run as follows: Cycloheximide cs | Tb PYK inh | Shiga inhibitor | Pf growth 96h | LmPK inh | Pf growth 48h | HCV inhibitor
(1) C/C(=N\NC(=O)c1nc(C)cc(C)n1)c1ccccc1
→ 31.4* | -5.8% | 86.5* | . | -21.9% | 174.2%[activator] | 0.5%
(2) COCCC(=O)N1CCC(Oc2ccc(C(=O)NCc3cccc(C)n3)cc2)CC1
→ -1.8 | 2.6% | -15.6 | 51.1%[activator] | -1.7% | 12.5% | .

The whole of this part, previewed entries included:
Values run as follows: Cycloheximide cs | Tb PYK inh | Shiga inhibitor | Pf growth 96h | LmPK inh | Pf growth 48h | HCV inhibitor
(1) C/C(=N\NC(=O)c1nc(C)cc(C)n1)c1ccccc1
→ 31.4* | -5.8% | 86.5* | . | -21.9% | 174.2%[activator] | 0.5%
(2) COCCC(=O)N1CCC(Oc2ccc(C(=O)NCc3cccc(C)n3)cc2)CC1
→ -1.8 | 2.6% | -15.6 | 51.1%[activator] | -1.7% | 12.5% | .
(3) CCSc1sccc1C1C(C#N)=C(N)N(c2cccnc2)C2=C1C(=O)CCC2 (stereo unspecified)
→ -2.8 | -8.0% | 1.2 | 239.1%[activator] | 0.6% | 11.7µM* | 20.3%
(4) COCCn1c(CCC(=O)O)nc2c1c(=O)[nH]c(=O)n2CC(C)C
→ -4.6 | -0.7% | 1.9 | -11.9% | -6.8% | 7.9% | 23.3%
(5) CCOc1ccc(NC(=O)c2cc(S(=O)(=O)N3CCOCC3)cs2)cc1
→ 3.4 | 2.4% | -14.2 | 30.0%[activator] | 2.2% | -14.4% | ?
(6) Cn1c(NN)nc2sc3c(c2c1=O)CCC3
→ 5.9 | -7.8% | 12.5 | . | -1.9% | . | 3.7%
(7) CCOC(=O)c1cc(NC(=O)c2ccccc2)c(=O)oc1C(F)(F)F
→ 27.4* | -0.9% | 15.5 | -17.7% | -0.9% | ? | 12.5%
(8) COc1ccc(CCCc2nnc(SCC(=O)NN)o2)c(C)c1
→ -1.7 | 0.9% | -6.8 | 3.1% | 4.6% | ? | -2.2%
(9) C[C@H](NC(=O)Nc1ccc2c(c1)OCCO2)C(=O)O
→ 1.9 | -6.1% | 7.8 | -6.5% | -4.7% | 3.1% | 26.1%
(10) O=C(CNC(=O)c1cccc(F)c1)OCC(=O)N1CCN(C(=O)c2ccco2)CC1
→ 7.6 | -13.5% | -5.3 | 8.9% | 0.7% | -19.3% | 11.0%
(11) Cc1ccc2c(CC(=O)OCc3nc(N)nc(Nc4ccccc4C)n3)coc2c1
→ 1.1 | 3.0% | -5.2 | 37.4%[activator] | 2.8% | 9.2% | -19.8%
(12) CC(C)Sc1nnc([C@@H](N)Cc2c[nH]c3ccccc23)o1
→ -1.8 | -8.7% | 12.1 | 20.0%[5.75 µM] | 6.0% | -29.5% | -7.6%
(13) CCOC(=O)Cc1nnc(NC(=O)C(CC)Sc2nnc3c4ccccc4n(C)c3n2)s1 (stereo unspecified)
→ -1.8 | 1.0% | 9.6 | . | 0.8% | -3.4% | -0.1%&-18.9%
(14) O=C(CSC(=S)N1CCSCC1)c1ccc(Cl)cc1
→ 39.0* | 4.1% | 82.2* | 7.5% | 0.5% | 398.0%[activator] | -24.1%
(15) c1cncc(-c2nc3c(ccc4ccccc43)[nH]2)c1
→ 12.4* | 5.1% | 77.0* | ? | 0.5% | ? | ?
(16) O=C1C2CC=CCC2C(=O)N1CC(=O)N(Cc1ccccc1)C1CCS(=O)(=O)C1 (stereo unspecified)
→ -2.5 | 3.4% | -16.0 | -22.1% | -0.4% | -5.0% | 4.3%
(17) CC(C)C(=O)Nc1ccc(NC(=O)c2ccccc2Cl)nc1
→ 38.1* | 4.1% | 71.3* | ? | 0.8% | 110.3%[activator] | -10.5%
(18) CCN(CC)CCOC(=O)c1ccc(Cl)cc1
→ 8.4 | -4.8% | 2.4 | ? | 1.7% | . | 13.9%
(19) COC(=O)CCCC(=O)Nc1c(F)c(F)c(F)c(F)c1F
→ -2.3 | 3.8% | -28.1 | 11.9% | 4.5% | 0.6% | 5.7%
(20) CCOc1ccc(S(=O)(=O)NCCC(=O)NC2=NCCS2)cc1
→ -2.5 | -18.6% | -12.3 | 21.8% | 0.7% | 6.5% | 6.5%
(21) O=C(O)Cn1cc(C(=O)c2cccs2)c2ccccc21
→ -2.9 | 3.5% | 17.4 | -25.3% | -0.5% | 4.7% | 9.2%
(22) NC(=O)C1CCN(C(=S)c2cccs2)CC1
→ -2.9 | -8.5% | -12.1 | ? | -5.1% | 2.7% | 3.3%
(23) COc1ccc(CN2CCCC(C(=O)c3ccc(Cl)cc3)C2)cc1Cn1cccn1 (stereo unspecified)
→ 6.5 | 1.6% | -4.6 | ? | 2.4% | ? | 10µM*
(24) CCCNC(=O)COc1ncnc2sc(C)c(C)c12
→ -3.0 | -4.4% | -18.1 | . | 2.0% | 17.9% | 9.4%
(25) CC(C)(C)c1cc(C(=O)Nc2cccc3ccccc23)ccn1
→ 13.1 | -11.1% | -1.1 | ? | 8.9% | -18.4% | -1.1%
(26) Cc1cccc(CSC(Nc2ccc(F)cc2)=C(C#N)C#N)c1
→ -5.6 | -9.5% | -11.3 | ? | 5.6% | ? | 11.2µM*
(27) N#CCCCn1c(O)c(N=NC(=O)C(O)c2ccccc2)c2ccccc21 (stereo unspecified)
→ -0.6 | -1.9% | 21.5 | -8.2% | 3.7% | -4.5% | -10.7%
(28) O=C(NC1CCCCCC1)c1ccc(-n2cnnc2)cc1
→ -1.3 | -10.7% | 11.7 | 25.3% | -7.1% | ? | 11.4%
(29) Cn1c(CO)cnc1SCc1ccccc1
→ 21.1* | -3.3% | 65.8* | 33.8%[activator] | -2.2% | 37.5%[activator] | 9.4%
(30) O=C(N/N=C\c1ccc(OCC(=O)N2CCCC2)cc1)C(=O)Nc1ccccc1F
→ -1.5 | -3.8% | 20.7 | 2.5% | 1.3% | 18.9% | 10.2%
(31) CCc1ccc(OCC(=O)N(Cc2cccs2)C2CCS(=O)(=O)C2)cc1 (stereo unspecified)
→ 1.7 | 10.3% | 6.2 | 19.3% | 0.5% | -22.6% | 3.8%
(32) O=C(CNC(=O)c1ccc(Cl)cc1)c1ccc(Cl)cc1
→ 16.2* | 1.7% | 52.3* | 31.0%[activator] | 7.6% | . | -1.1%
(33) O=C(Cn1cnc2c(cnn2-c2ccccc2)c1=O)N1CCCc2ccccc21
→ -1.1 | -0.3% | -14.7 | 10.3% | 4.4% | -8.8% | ?
(34) COC(=O)C1=CC(C(=O)c2cccs2)=NN(c2ccc(OC)cc2)C1C(=O)OC (stereo unspecified)
→ 1.1 | 0.3% | -0.3 | ? | -0.9% | ? | -5.9%
(35) O=c1[nH]c(-c2ccccn2)nc(C(F)(F)F)c1Br
→ -3.1 | -0.4% | 15.3 | 7.38µM* | 3.0% | 5.86µM* | -23.8%
(36) Cc1cc(NC(=O)CSc2nc3c(C)c(C)ccc3cc2C)no1
→ -3.0 | -0.5% | 24.1 | -11.9% | 0.4% | ? | 1.8%
(37) C=C(C)CN=C1NN=C(c2cc(C)n(-c3ccc(C)cc3)c2C)CS1
→ 4.9 | -16.1% | -1.5 | ? | -3.9% | ? | ?
(38) CCCOc1ccc(C(=O)O)cc1
→ 1.4 | 2.9% | -8.4 | 1.3% | 1.3% | 0.0% | 12.0%
(39) NCCCCCc1cn(CC(=O)NCCCCCCCCCCC(=O)N2CCNCC2)nn1
→ . | 5.9% | . | 114.4%[activator] | . | -17.3% | 5.5%
(40) O=C(NCC1CCCO1)c1ccc(NC(=O)C2C3C=CC(C3)C2C(=O)O)cc1 (stereo unspecified)
→ -3.8 | -9.3% | 14.9 | 34.2%[activator] | -11.7% | 28.3% | 21.3%
(41) CCOC(=O)c1cc2cc(OC)ccc2nc1C
→ 16.5* | 2.2% | 88.4* | ? | -2.1% | 25.0% | ?
(42) CCN1CCN(Cc2ccc(NC(=O)CC3Oc4ccc(C)cc4NC3=O)cc2)CC1 (stereo unspecified)
→ -8.5 | 0.5% | -12.3 | -1.2% | 2.4% | . | -1.3%
(43) Cc1ccc(-c2csc(NC(=O)CN3CCOCC3)n2)cc1
→ 0.6 | -0.9% | 10.8 | -1.6% | -2.7% | -6.4% | ?
(44) CC(C)NC(=O)CCn1nc(-c2ccc(Cl)cc2)c2ccccc2c1=O
→ -3.6 | 0.5% | -6.2 | ? | -2.4% | ? | -4.4%
(45) O=c1[nH]c(=S)[nH]c(O)c1N=Nc1cc2c(cc1[N+](=O)[O-])OCO2
→ -1.9 | ? | -11.3 | 35.2%[activator] | -29.8% | 19.4% | 1.3%
(46) Cc1nn(Cc2ccc(Cl)c(Cl)c2)c(C)c1NC(=O)c1sc2ccccc2c1Cl
→ 15.0 | 4.0% | 25.0 | 4.2%[5.75 µM] | 5.3% | 17.9% | 22.4µM*
(47) Cn1c(CO)cnc1SCC(=O)c1ccc(Cl)cc1
→ 17.8 | -9.0% | 31.4 | 46.1%[activator] | -2.4% | ? | -4.3%
(48) COc1ccc(NC(=O)C2CCCN(S(=O)(=O)c3c(C)[nH]c(=O)[nH]c3=O)C2)cc1OC (stereo unspecified)
→ -2.3 | 0.6%&-1.7% | 50.4 | ? | -3.7% | -6.5% | 16.5%
(49) O=C(O)C=C1CCN(c2ncc(C(F)(F)F)cc2Cl)CC1
→ 26.2* | -1.7% | 33.9 | ? | 0.6% | 36.7%[activator] | 18.0%
(50) CN(C)c1ccc(N=Nc2ccc(S(=O)(=O)O)cc2)c2ccccc12
→ -2.1 | -7.6% | -1.0 | ? | -1.7% | 6.6% | 19.8%
(51) O=c1c2c(nc3cc(-c4ccc(F)cc4)[nH]n13)CCC2
→ 100.7* | 1.4% | 99.6* | ? | -21.1% | -4.3% | 7.3%
(52) C=CCc1c(C)nc(-c2ccccc2)nc1N/N=C(\C)c1ccc(N)cc1
→ 10.2 | -0.2% | 28.4 | -3.6% | 0.4% | ? | ?
(53) COc1cc(Nc2cccc[n+]2C)cc(OC)c1OC
→ -1.7 | -8.7% | -3.4 | 19.7% | 0.4% | 2.9% | 9.5%
(54) O=C(Nc1ccc2nc3n(c(=O)c2c1)CCCC3)c1cc([N+](=O)[O-])ccc1F
→ 13.7 | 5.6% | -3.9 | ? | -0.1% | 15.9% | ?
(55) O=C(Nc1cccc(Cl)c1)Nc1cccc(Cl)c1
→ 19.6* | -1.5% | 68.5* | -16.9% | 3.5% | 3.7µM* | -20.2%
(56) O=C(Nc1ccc(Oc2cccc(C(F)(F)F)c2)nc1)c1cccs1
→ 4.1 | 5.7% | 6.7 | ? | -4.7% | 1.65µM* | ?
(57) C=CCOc1c(Cl)cc(C(=S)N2CCCC2)cc1OCC
→ -1.8 | -5.1% | 5.6 | -13.6% | 1.1% | 27.5% | ?
(58) CN(CC(=O)NCCc1ccccc1)S(=O)(=O)c1cnc[nH]1
→ -1.1 | -10.4% | -3.7 | -5.1% | 1.6% | 7.7% | 9.4%
(59) Cc1ccccc1OCCC(=O)OCC(=O)N1c2ccccc2NC(=O)C1(C)C
→ . | 5.5% | . | -24.7% | . | ? | 6.3%
(60) CCN(CC)CCN(C(=O)c1ccc(Br)s1)c1nc2cc3c(cc2s1)OCCO3
→ 18.1 | 7.8% | 11.8 | 32.5%[activator] | 4.1%[11.5 µM] | 39.7%[activator] | -15.3%
